# Source: PubChem BioAssay
# DRD3 antagonist: D3 dopamine receptor (human) antagonism; P35462; D3R cells, DiscoveRx beta-arrestin luminescence, antagonist mode; active compounds read low; max response, negative = inhibition, %; hit rate 2.5% among 360,000; AID 652054; in the data active means max response below about -50%; inconclusive means no clear call, values can overlap the other calls; further: on the % scale 0 is the no-effect control and ±100 the full control effect; mostly tested at two doses, the higher about 12 µM
# Target sequence (P35462 whole entry, looked up): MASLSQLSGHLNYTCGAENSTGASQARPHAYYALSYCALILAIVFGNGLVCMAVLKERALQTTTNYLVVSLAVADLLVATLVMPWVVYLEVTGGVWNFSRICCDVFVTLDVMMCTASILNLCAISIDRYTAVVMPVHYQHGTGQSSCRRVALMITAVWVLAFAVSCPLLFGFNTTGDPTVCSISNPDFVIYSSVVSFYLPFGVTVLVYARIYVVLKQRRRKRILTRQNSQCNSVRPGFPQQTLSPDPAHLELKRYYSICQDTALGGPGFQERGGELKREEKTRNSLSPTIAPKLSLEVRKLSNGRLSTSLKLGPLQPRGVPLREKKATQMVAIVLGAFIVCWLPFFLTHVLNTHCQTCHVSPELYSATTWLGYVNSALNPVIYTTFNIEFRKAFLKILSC
#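 Cells expressing the human receptor were seeded at 1500 cells/well, incubated overnight at 37 degrees C in 5% CO2, then exposed to library compounds with dopamine controls for 90 minutes at 37 degrees C before luminescent detection.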
# GLP-1R agonist: agonists of human GLP-1 receptor; Potency, µM (doses to about 45.6 µM), without a hit: at the highest dose activation, actives largely listed as activators; HEK293 GLP-1R CRE-luciferase, luminescence, 4-6 h; cells express a hypersensitive GLP-1R form; hit rate 0.007% among 380,000; further: potency means the concentration at half of the fitted maximal effect; % of control where 0% means no effect
# WRN helicase inh: blocks human WRN helicase; Q14191; WRN helicase unwinding, fluorescent forked duplex, kinetic; Potency, µM (top dose mostly 114 µM), for the others: at the highest dose activity change, negative = inhibition, usual class: inhibitors; hit rate 0.46% among 360,000; further: potency means the concentration at half of the fitted maximal effect; on the % scale 0 is the no-effect control and ±100 the full control effect; nearly all actives have a fitted effect of over 55% in size
#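 Fluorescence dequenching readout, ex 525 nm/em 598 nm, kinetic mode: forked duplex DNA (100 nM final) with adjacent fluorophore and quencher unwound by WRN (20 nM final) with 2 mM ATP. Compound preincubation 15 min, room temperature.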
# GLP1R cytotox: cytotoxic in the GLP-1 receptor inverse agonist counter-screen; hit rate 0.13% among 410,000; AID 624418; Potency, µM (top dose mostly 38.3 µM), for inactives: top-dose activity change, negative = inhibition, actives largely listed as inhibitors; HEK293 cAMP-luciferase reporter cells, luminescence, 24 h;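 further: loss of luciferase light is scored as toxicity; potency means the concentration at half of the fitted maximal effect; on the % scale 0 is the no-effect control and ±100 the full control effect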
#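 Step one: seed cells (200 cells/uL, DMEM with 10% Nu serum, 1% pen-strep). Step two: 12-hour incubation at 37 deg C. Step three: pin 23 nL compound, incubate 24 hr. Step four: add luciferase reagent, read luminescence 12 min later.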
# DRD3 agonist: activates the human D3 dopamine receptor; D3R DiscoveRx beta-arrestin cells, luminescence, 90 min; max activation, %; hit rate 0.58% among 410,000; in the data active means max activation above about 30%; further: 0% is about no effect; mostly tested at two doses, the higher about 12 µM
#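 Agonist mode: compounds and dopamine controls were applied to plated cells for 90 min at 37 degrees C after an overnight attachment at 1500 cells/well. Luminescent read-out followed 30 - 60 minutes at room temperature with DiscoveRx detection reagent.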
# PLK1 PBD inh: PLK1 (human) polo-box domain binding inhibition | P53350 | Plk1 PBD binding of FITC phosphopeptide, fluorescence polarization | Potency, µM, inactives show max response, negative = inhibition, actives largely listed as inhibitors | hit rate 2.8% among 360,000; further: potency means the concentration at half of the fitted maximal effect; series mostly up to about 57 µM; on the % scale 0 is the no-effect control and ±100 the full control effect; nearly all actives have a fitted effect of over 65% in size
# IL2 activator: activators of IL-2 | hit rate 0.065% among 360,000 | activation, % (series mostly up to about 46 µM) | IL-2 activation reporter assay, cell-based qHTS; stimulated with anti-CD3/CD4/CD28 beads; in transgenic mouse T cells; in the data active means activation above about 50%; inconclusive means mostly about 30% to 49%; further: 0% is about no effect
#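 EGFP and DsRed fluorescence is measured by plate cytometry in unstimulated transgenic mouse T cells exposed to compound for 60 minutes, then stimulated 18 hours at 37 degrees C with anti-CD3/anti-CD4 beads plus anti-CD28.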
# PI5P4K alpha inh: inhibitors of human PI5P4K alpha. PI5P4Kalpha enzyme, ADP-Glo luminescence, 60 min; active compounds read low. max response, %. hit rate 1.2% among 330,000; active means max response of -50% or lower; inconclusive means between -30% and -50%; inactive means -30% or higher; further: value at the top dose of about 77 µM; on the % scale 0 is the no-effect control and ±100 the full control effect
# Target sequence (P48426 whole entry, looked up): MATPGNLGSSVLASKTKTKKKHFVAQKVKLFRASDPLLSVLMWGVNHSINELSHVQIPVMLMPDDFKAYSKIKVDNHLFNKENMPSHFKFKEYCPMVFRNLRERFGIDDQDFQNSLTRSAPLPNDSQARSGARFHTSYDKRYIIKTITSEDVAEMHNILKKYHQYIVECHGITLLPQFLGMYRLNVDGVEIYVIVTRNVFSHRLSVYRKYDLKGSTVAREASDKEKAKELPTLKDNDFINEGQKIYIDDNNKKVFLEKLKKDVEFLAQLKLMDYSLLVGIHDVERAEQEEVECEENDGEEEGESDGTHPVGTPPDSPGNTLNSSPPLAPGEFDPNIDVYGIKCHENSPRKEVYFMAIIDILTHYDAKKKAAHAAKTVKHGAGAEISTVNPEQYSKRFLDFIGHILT
#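 PI5P4Kalpha ADP-Glo assay; 5 microM ATP final; 60 min RT reaction; HEPES pH 7.4/EGTA/CHAPS, 5% DMSO; controls lacking substrate or enzyme; luminescent end-point.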
# GLP1R inv ag: inverse agonists of human GLP-1 receptor. P43220. AID 624417. hit rate 1.6% among 410,000. HEK293 GLP-1R CRE-luciferase, luminescence, 24 h; GLP-1R form is constitutively active. Potency, µM (doses to about 38.3 µM), inactives show at the top dose activity change, negative = inhibition, actives largely listed as inhibitors; further: potency means the concentration at half of the fitted maximal effect; on the % scale 0 is the no-effect control and ±100 the full control effect; nearly all actives have a fitted effect of over 55% in size
#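 Seeding at 200 cells/uL, 12 h culture, 24 hr compound treatment, then luciferase reagent and a luminescence read; cells are HEK293 stably expressing a constitutively active GLP-1R plus cAMP-responsive luciferase.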
# Starred values were filed as active, the others as inactive; ? = inconclusive; nt = not tested or not shown; & = joins results of further samples; [ ] = another dose, or the depositor's remark. Unless noted, the call rests on the fitted dose curve; in most records, active means well fitted curve in the direction sought with a large enough effect; inconclusive means small, poorly fitted or top-dose-only effect, or another doubt; inactive means no such curve, though single readings can be large; an effect the other way counts as inactive or inconclusive. Rows are unselected; about 7.8% have a hit in one of these screens.
SMILES,DRD3 antagonist,GLP-1R agonist,WRN helicase inh,GLP1R cytotox,DRD3 agonist,PLK1 PBD inh,IL2 activator,PI5P4K alpha inh,GLP1R inv ag
CCC(O)CNC(=O)NC(=C(Cl)Cl)c1ccc(C)c(F)c1 (centres undefined),0,0%,-3%,?,-7,-4%,0.0,1,?
CC(=O)N/C(=N/c1nc(C)cc(C)n1)Nc1ccc(NC(C)=O)cc1,5,-5%,4%,-10%,-1,-2%,0.4,-1,-16%
Cc1ccc(C(C)c2c(C)c([N+](=O)[O-])cc(C)c2[N+](=O)[O-])cn1 (centres undefined),-14,8%,1%,-8%,-10,-9%,-0.5,3,?
COc1ccc(S(=O)(=O)n2ccnc2)cc1C(C)(C)C,nt,-2%,nt,5%,-7,nt,nt,nt,-4%
COc1ccc(-c2cc(C(F)(F)F)n3nc(C(=O)NCCCn4ccnc4)cc3n2)cc1,5,8%,-9%,63%[activator],0,1%,0.0,7,?
CC(C)CCN(Cc1ccco1)S(=O)(=O)c1ccc(-c2ccc(=O)[nH]n2)s1,-10,32%,-8%,-9%,-4,-15%,-1.0,1,36%[activator]
Cc1cccc(N2CCN(C(=O)Cn3cnc4c3c(=O)n(C)c(=O)n4C)CC2)c1C,12,-6%,0%,-19%,6,-5%,-0.2,-1,-23%
O=C(N/N=C/c1ccc(Cl)cc1)Nc1ccccc1,16,4%,0%,3%,-3,-9%,-1.9,12,7%
CCCC[C@H](CN[C@@H](CNC)[C@H](C)CC)NCCC12CCC(CC1)C2,-20,5%,1%,?,-37,?,-4.6,1,?
CCn1cc(C(=O)OCC(=O)c2ccccc2)c(=O)c2ccc(C)nc21,13,24%,-2%,-2%,3,-16%,0.9,4,24%
O=c1c2ccccc2nc(/C=C/c2cccc([N+](=O)[O-])c2)n1CCCO,2,3%,-8%,-10%,-2,-5%,-0.5,14,-18%
CCC(=O)N1CCC1(C)C(=O)Nc1ccc(OC)c(OC)c1 (centres undefined),49,-2%,-6%,-5%,4,-2%,-0.6,-2,-21%
CC(=O)NS(=O)(=O)c1ccc(NC(=O)COc2ccc(C(=O)c3ccccc3)cc2)cc1,9,-5%,-6%,9%,4,-4%,-1.7,-4,15%
COc1cccc(NC(=O)CCc2nnc3ccc(N4CCN(c5cccc(OC)c5)CC4)nn23)c1,18,2%,0%,-4%,7,6µM*,4.0,-5,4%
COc1cc(OC)c2c(c1C(CCN1CCOCC1)c1ccc(N(C)C)cc1)OC(=O)CC2c1ccc(N(C)C)cc1 (centres undefined),-21,6%,-1%,-8%,-33,-13%,-0.2,-2,4%
CSc1ccccc1NC(=O)CN1c2ccccc2CC1C (centres undefined),0,-1%,-13%,22%,-1,-8%,-3.2,2,?
CC(C)C1COS(=O)(=O)NC1CC(=O)SC(C)(C)C (centres undefined),?,-2%,-8%,7%,-17,-5%,-3.6,5,6%
Cc1ccccc1CC(=O)Nc1cc(C(C)(C)C)on1,1,-3%,6%,1%,-6,-13%,-3.0,7,?
CCCCn1c(N)c(N(CCC(C)C)C(=O)C2CC(=O)N(c3ccc(OC)cc3OC)C2)c(=O)[nH]c1=O (centres undefined),8,13%,7%,1%,6,0%,-4.1,-2,7%
O=C(CCC(=O)c1cccs1)OCc1nnc(-c2ccccc2)o1,-2,3%,4%,-1%,0,27µM*,0.3,-9,-1%
CCc1ccc(C(=O)NNC(=O)CCN2CCN(Cc3ccccc3)CC2)cc1,12,0%,8%,0%,-7,-4%,-0.4,7,-13%
COc1ccc2c3c(n(C(=O)OC(C)(C)C)c2c1)C1CC=C(COC(C)=O)CN1CC3 (centres undefined),-16,nt,-6%,4%,-7,-10%,-0.8,-2,1%
CCOC(=O)c1ccc(OCC2c3cc(OC)c(OC)cc3CCN2C(=O)Cc2ccc(OC)c(OC)c2)cc1 (centres undefined),nt,25%,nt,3%,1,nt,nt,nt,33%
CSc1ccccc1NC(=O)CSCc1nc2sc(C)c(C)c2c(=O)[nH]1,-4,16%,4%,3%,-4,-29%,2.9,-3,-11%
CCC1(c2ccccc2)NC(=S)N(c2cccc(C)c2C)N1 (centres undefined),0,-1%,9%,-2%,7,-10%,-6.7,-4,4%

# Continuation:
SMILES,DRD3 antagonist,GLP-1R agonist,WRN helicase inh,GLP1R cytotox,DRD3 agonist,PLK1 PBD inh,IL2 activator,PI5P4K alpha inh,GLP1R inv ag
CC(C)CCn1c(SCCN2CCOCC2)nc2c1c(=O)[nH]c(=O)n2C,14,-4%,4%,-1%,2,-30%,4.4,-4,30%
COc1ccc(Cl)cc1NS(=O)(=O)c1cccc(C(=O)NCC(c2ccco2)N2CCCC2)c1 (centres undefined),0,5%,-16%,2%,-8,-7%,-0.3,2,?
CN(C)c1ccc(-c2[nH][nH]c(=O)c2NC(=O)c2ccccn2)cc1,-18,0%,3%,-27%,4,?,-0.6,?,24%
Cc1ccc(S(=O)(=O)C2(C(=O)NCc3ccccc3Cl)CC2)cc1,-5,20%,-3%,1%,-1,-3%,-0.6,9,?
COc1ccc(C(CNC(=O)c2ccc(C)c(S(=O)(=O)Nc3ccccc3OC)c2)N2CCCC2)cc1 (centres undefined),-93*,4%,0%,-22%,-23,-3%,-1.7,0,?
O=C(NNC(=O)c1cccc2ccccc12)c1ccc(F)cc1,-19,6%,-16%,12%,4,2%,2.4,6,4%
O=C(NCc1ccc2c(c1)OCO2)C(=O)NC1CCCCC1,19,-4%,8%,-9%,-3,?,-2.9,1,0%
CN(C(=O)CSc1nnc(-c2ccccc2)o1)c1c(N)n(Cc2ccccc2)c(=O)[nH]c1=O,3,5%,1%,-15%,4,-1%,-0.3,-4,-6%
COC(=O)c1c(NC(=O)/C=C/C(=O)O)sc(Cc2ccccc2)c1C,-26,14%,-5%,?,-3,-19%,0.7,-10,?
COc1ccc(-c2nnn(CC(=O)N(CC(=O)NC3CCCC3)c3ccccc3)n2)cc1OC,4,3%,-14%,?,11,3.8µM*,3.0,-51*,4%
CCOc1ccccc1Nc1cc2n(c(=O)n1)CCc1cc(OC)c(OC)cc1-2,-3,?,-27%,-4%,2,3%,0.0,-1,67%[activator]
Cc1n[nH]c(=O)c2c(NC(=O)CSc3nncs3)oc(C)c12,-5,3%,-3%,13%,-3,-6%,-2.3,-2,-10%
Cc1csc(SCC(=O)Nc2ccc3c(c2)OCCO3)n1,-9,10%,6%,7%,-1,-2%,4.0,1,13%
c1ccc(COC(CN2CCCCCC2)CN2CCCCCC2)cc1,-22,-1%,-8%,?,-18,-2%,0.3,-3,?
COc1cc(/C=C2\SC(=O)N(Cc3ccc(F)cc3)C2=O)cc([N+](=O)[O-])c1O,1,-11%,-14%[11.6 µM],-22%,-4,27µM*,-2.2,?,-16%
COc1ccc(-n2c(SCC(=O)Nc3ccc(C(N)=O)cc3)nc3ccccc3c2=O)cc1OC,-9,13%,-2%,5%,-13,-7%,-0.7,1,87%[activator]
N=C1C(c2nc3ccccc3s2)=C(O)CN1NC(=O)c1c[nH]c2ccccc12,-20,-2%,-13%,-2%,-3,-20%,0.0,-16,2%
CC(=O)c1c(C)n([O-])c2ccc(C)cc2[n+]1=O,0,1%,-7%,7%,0,-14%,1.4,-2,0%
Cc1cccc(NC(=S)NNC(=O)c2csc(C)c2)c1,-7,-8%,-19%,28%,-4,-21%,-0.1,-7,53%[activator]
O=C1CC(c2ccc3ccccc3c2)NN1 (centres undefined),28,-6%,1%,0%,9,-14%,0.3,1,0%
O=C(c1ccc(S(=O)(=O)c2ccccc2Cl)c([N+](=O)[O-])c1)N1CCN(Cc2ccccc2)CC1,-7,-22%,-6%,-28%,5,-1%,-0.3,5,?
O=[N+]([O-])c1ccccc1S(=O)(=O)N1CCCc2ccccc21,-14,-1%,6%,4%,-11,-1%,-0.7,2,-13%
CC1CC(C)CN(C(=O)CCNC(=O)c2ccccc2Cl)C1 (centres undefined),16,-7%,-2%,7%,17,0%,2.8,3,0%
CC(=O)N(C)Cc1ccc(C(=O)CCl)cc1,-2,-2%,-24%,8%,-1,5.3µM*,-5.1,0,6%
O=C(O)CCN1C(=O)NC2(CCCC2)C1=O,-11,-6%,-3%,-4%,5,-7%,1.1,0,25%

# The final 2 entries of the section before lead into the next:
SMILES,DRD3 antagonist,GLP-1R agonist,WRN helicase inh,GLP1R cytotox,DRD3 agonist,PLK1 PBD inh,IL2 activator,PI5P4K alpha inh,GLP1R inv ag
CC(=O)N(C)Cc1ccc(C(=O)CCl)cc1,-2,-2%,-24%,8%,-1,5.3µM*,-5.1,0,6%
O=C(O)CCN1C(=O)NC2(CCCC2)C1=O,-11,-6%,-3%,-4%,5,-7%,1.1,0,25%
CCCCC(=O)Nc1nc(-c2ccc(S(=O)(=O)N3CCOCC3)cc2)cs1,4,11%,-21%,-4%,12,-16%,-2.6,3,-21%
CC(CNC(=O)CCn1ccc2cc(S(=O)(=O)N3CCCC3)ccc21)c1ccccc1 (centres undefined),-8,18%,-2%,-15%,-14,-2%,-0.9,3,?
COc1ccc(CCC2CCNCC2)cc1,-1,5%,0%,2%,-15,-8%,1.8,14,?
COc1ccc(NC(=O)C(=O)NCCO)cc1Cl,0,1%,-8%,5%,2,-2%,-0.5,-1,0%
O=C(O)CSc1c2c(nc3cc(C(=O)Nc4ccc(F)c(Cl)c4)ccc13)CCC2,nt,0%,nt,4%,-5,nt,nt,nt,4%
COc1cc(SC)ccc1C(=O)Nc1cccc(S(=O)(=O)NC2=NCCCCC2)c1,20,-1%,-28%,0%,-1,-11%,-0.1,1,-9%
CN(C(=O)CCS(=O)(=O)c1cc2c(cc1Cl)NC(=O)CO2)C1CCCCC1,0,-1%&-8%,3%,1%&-8%,-9&8,-12%,-3.9,-8,1%&-4%
COc1ccc(-c2csc(/C=C/c3ccc4c(c3)OCO4)n2)cc1OC,15,0%,-10%,6%,10,-3%,-0.2,14,-1%
COc1ccc(C2C(=O)c3ccccc3C2=O)cc1OC,2,8%,6%,-6%,-1,-1%,-3.6,-3,3%
